mIAP activ: mouse IAP activation; muIAP, CDP-Star luminescence, 30 min; stronger effect = higher value; 1 = vehicle-only enzyme signal, 0 = enzyme-free wells; activation factor at 10 µM; 0.24% of 330,000 active;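 active = activation factor of at least 2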; also: the source names both 10 and 20 µM as test concentration; values of inactives mirror those of a sister screen read the other way
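also added = chemiluminescent substrate CDP-Star | test system = mouse IAP enzyme | signal = chemiluminescence readout | compound = DMSO-dissolved test compounds | incubation = 30 min at room temperature | benchmarks = DMSO wells, no-enzyme wells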
hIAP block: blocks human intestinal alkaline phosphatase. P09923. purified IAP, CDP-Star luminescence, 30 min. inhibition, % at 10 µM. 0.12% of 330,000 active;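 active = inhibition reaching a set limit with compound at 10 µM in the primary screen, cut at about 35% in these data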;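 also: plate controls were DMSO wells with enzyme for no effect and no-enzyme buffer wells for full effect; values of inactives mirror those of a sister screen read the other way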
APOBEC3A inh: blocks human APOBEC3A ssDNA deamination | P31941 | recombinant A3A, FAM/TAMRA ssDNA deamination fluorescence | inhibition, % at 20 µM | 0.41% of 330,000 active | AID 493011;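 active = at least 40% inhibition at 20 µM here, with at most 30% in a related deaminase screen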;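 also: plate controls were A3A with DMSO for no effect and wells lacking A3A enzyme for full effect; some results filed as inactive read as strong as hits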
Target sequence (P31941 whole entry, looked up): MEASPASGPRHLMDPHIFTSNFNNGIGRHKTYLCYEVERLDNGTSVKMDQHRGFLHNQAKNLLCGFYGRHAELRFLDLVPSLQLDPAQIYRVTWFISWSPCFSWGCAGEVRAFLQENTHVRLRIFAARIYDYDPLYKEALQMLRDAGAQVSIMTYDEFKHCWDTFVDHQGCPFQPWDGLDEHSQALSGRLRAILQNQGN
A3G deaminase: blocks human APOBEC3G single-stranded DNA deamination; AID 493012; Q9HC16; recombinant A3G, ssDNA deamination FAM/TAMRA fluorescence; inhibition, % at 20 µM; 0.28% of 330,000 active;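 active = inhibition of at least 40% at 20 µM, with no more than 30% in the related APOBEC3A deaminase screen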;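 also: plate controls were DMSO wells with A3G for no effect and wells lacking A3G enzyme for full effect; some compounds called inactive have numbers as strong as hits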
Target sequence (Q9HC16 whole entry, looked up): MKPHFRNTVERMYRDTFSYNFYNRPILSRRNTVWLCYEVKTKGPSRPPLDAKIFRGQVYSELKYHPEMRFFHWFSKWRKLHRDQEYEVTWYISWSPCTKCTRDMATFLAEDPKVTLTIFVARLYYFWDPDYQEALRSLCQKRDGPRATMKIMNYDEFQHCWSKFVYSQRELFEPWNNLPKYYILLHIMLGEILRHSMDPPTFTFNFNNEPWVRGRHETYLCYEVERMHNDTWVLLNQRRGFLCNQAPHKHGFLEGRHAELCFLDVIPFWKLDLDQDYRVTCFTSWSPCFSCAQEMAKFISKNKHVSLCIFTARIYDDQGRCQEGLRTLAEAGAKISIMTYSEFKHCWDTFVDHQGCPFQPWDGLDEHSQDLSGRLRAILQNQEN
mIAP inh: mouse IAP inhibition; purified mouse IAP, CDP-Star luminescence, 30 min; 0.2% of 330,000 active; inhibition, % at 10 µM;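 active = inhibition of at least 40% at 10 µM in the primary screen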;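 also: plate controls were DMSO with enzyme for no effect and no enzyme wells for full effect; values of inactives mirror those of a sister screen read the other way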
SENP1 FRET inh: inhibitors of human SENP1 SUMO protease catalytic domain | inhibition, % at 10 µM | Q9P0U3 | 0.21% of 360,000 active | recombinant SENP1 catalytic domain, CyPet-SUMO1-YPet FRET cleavage;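 active = inhibition at least 30% at 10 µM, raw YFP signal under a set limit, fluorescence ratio 0.5 to 1.5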;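 also: 0% = enzyme with DMSO and 100% = no enzyme wells; some results filed as inactive read as strong as hits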
Target sequence (Q9P0U3 419-644 limits assumed): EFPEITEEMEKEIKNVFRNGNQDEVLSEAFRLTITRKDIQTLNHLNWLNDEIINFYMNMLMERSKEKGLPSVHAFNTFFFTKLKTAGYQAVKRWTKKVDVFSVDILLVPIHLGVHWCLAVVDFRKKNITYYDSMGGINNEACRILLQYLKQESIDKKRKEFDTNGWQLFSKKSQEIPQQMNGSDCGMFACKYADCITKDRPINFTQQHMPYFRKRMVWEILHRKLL
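Material: hSENP1 catalytic domain, recombinant; medium: Tris pH 8 with BME, BSA, NP40 and catalase; compound: single concentration of 10 µM compound, 0.5% DMSO final; technique: FRET read of cyan and yellow fluorescence; timing: 50 min enzyme reaction, room temperature, light-protected; reagent: SFCypet-SUMO1-SFYpet substrate at 25 nM; control set: no-enzyme low, enzyme-DMSO high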
NLRP3 yeast inh: blocks the NALP3 inflammasome reconstituted in yeast; Yeast reconstituted NLRP3/ASC/caspase-1, beta-gal luminescence, 24 h; inhibition, % at 10 µM; 0.39% of 330,000 active; AID 2825;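 active = inhibition of 50% or more; inactive = inhibition below 50%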;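 also: plate controls were induced DMSO wells for no effect and uninduced yeast grown without galactose for full effect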
beta cell repl: MIN6 beta-cell proliferation induction; 0.29% of 330,000 active; proliferation, % at 10 µM; AID 2380; MIN6 cells proliferation, ATPlite luminescence, 48 h; cells starved in 0.2% serum; 100% = growth in 10% serum;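 active = compounds whose signal lies at least 3.5 SD above the mean of all wells on their plate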;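 also: 0% = DMSO-treated cells in low-serum medium and 100% = 10% serum control; some compounds called inactive have numbers as strong as hits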
hIAP activ: increases human intestinal alkaline phosphatase activity; purified human IAP, CDP-Star luminescence, 30 min; stronger effect = higher value; 1 = vehicle-only enzyme, 0 = enzyme-free background; activation factor at 10 µM; 0.16% of 330,000 active; AID 2524;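 active = activation factor of the enzyme at least 2-fold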; also: the source names both 10 and 20 µM as test concentration; values of inactives mirror those of a sister screen read the other way
* hit, by the source's call.

Order of results: mIAP activ	hIAP activ	beta cell repl	mIAP inh	NLRP3 yeast inh	hIAP block	A3G deaminase	APOBEC3A inh	SENP1 FRET inh
Cc1ccc(/C=N/N=C/c2ccc(C)cc2)cc1
→ 0.99	1.1	0	1	35	-10	-5	1	1
O=C(NCc1cccnc1)C1CC(=O)N(C2CCCCC2)C1 (configuration not stated)
→ 0.97	1.1	1	3	7	-11	-6	-5	2
COc1ccc(OC)c(NC(=S)N2CCC(C(O)(c3ccccc3)c3ccccc3)CC2)c1
→ 0.98	0.95	-4	2	19	5	-7	-1	-1
COc1cccc(-n2cc(CNC(=O)C3CCC(=O)N(C4CC4)C3)cn2)c1 (configuration not stated)
→ 1	0.87	5	-1	7	13	-4	-2	-2
COc1cc(CNn2cn[nH]c2=S)cc(Cl)c1OCc1ccccc1
→ 1.1	1.1	-1	-14	16	-11	3	-3	0
O=C(CCN1C(=O)c2ccccc2C1=O)N1CCN(c2ccccc2)CC1
→ 0.99	0.86	0	1	17	14	-5	-2	1
COc1ccc(NC(=O)CN(C)C(=O)c2cccc(S(=O)(=O)Nc3ccccc3Cl)c2)cc1
→ 1.1	1.1	3	-6	11	-10	-6	-1	2
Nn1c(Cc2ccccc2F)nnc1SCCOc1ccc(Cl)cc1
→ 0.97	1.2	-3	3	5	-15	-3	2	2
CCOCCCNC(=O)C(NC(=O)C1CCC(=O)N1)c1ccc(C)cc1 (configuration not stated)
→ 0.97	0.88	-1	3	7	12	3	1	0
CCC(C)NS(=O)(=O)c1ccc(S(=O)(=O)Nc2cc3c(cc2C(C)=O)OCO3)cc1 (configuration not stated)
→ 0.98	0.94	1	2	2	6	-5	15	-2
O=C(O)CCC(=O)NC1CCCCC1
→ 0.99	1	-1	1	14	-4	-7	-2	2
O=C(Cc1ccccc1[N+](=O)[O-])NNC(=O)c1cccs1
→ 1.1	1.1	-1	-7	1	-9	-3	-3	3
Cc1nc(N)nc2c1CCCC2
→ 0.91	0.9	-3	10	9	10	-7	-4	3
O=C(CSc1nc(-c2ccco2)cc(C(F)(F)F)n1)N1CCCc2ccccc21
→ 1	0.85	-3	-3	-4	15	1	-1	-1
NS(=O)(=O)c1cccc(NC(=O)COC(=O)CC2CC3CCC2C3)c1 (configuration not stated)
→ 0.99	1.2	0	1	11	-23	-9	0	3
CCOc1cc(NC(=S)NCC2CCCO2)c(OCC)cc1NC(=O)c1cccc(F)c1 (configuration not stated)
→ 1	0.99	-3	-3	10	1	-9	1	2
COc1ccc(Oc2c(Cl)cnn(-c3ccccc3)c2=O)cc1
→ 1	1.1	-4	-1	24	-9	-4	2	1
NNS(=O)(=O)c1ccc(Cc2ncc(C(F)(F)F)cc2Cl)s1
→ 0.83	0.91	-2	17	-49	9	-2	0	1
N#C/C(C(=O)Oc1ccccc1)=C1\C=Cc2ccccc2N1
→ 1	0.97	-1	-1	6	3	3	3	-17
CCc1c(C)nc2cc(-c3cccc(Br)c3)[nH]n2c1=O
→ 1	0.88	-4	-2	6	12	-4	-8	0
COCCN1CCN(C(=O)c2cc(COc3cncc(Cl)c3)on2)CC1
→ 0.99	1.1	-1	1	0	-12	-7	-1	1
CSc1cccc(NC(=S)N(CCCN2CCCC2)Cc2cccs2)c1
→ 0.97	1.1	-2	2	7	-11	-13	1	1
COc1cc(/C=C(\NC(C)=O)C(=O)Nc2ccc(NC(C)=O)cc2)ccc1OC(C)=O
→ 0.95	0.94	-3	4	1	6	3	1	-6
COc1ccc(S(=O)(=O)NCc2ccc(C(=O)N(C)Cc3ccco3)cc2)cc1
→ 0.89	1.2	1	11	1	-16	-6	-2	1
O=C(COC(=O)Cc1n[nH]c(=O)c2ccccc12)Nc1ccc(Cl)cc1F
→ 0.9	1.1	0	10	3	-10	-1	-2	2
Cc1ccc(C)c(NC(=O)CN(C)C(=O)c2cccc(S(=O)(=O)N3CCN(Cc4ccccc4)CC3)c2)c1
→ 1.1	1.2	-5	-6	7	-20	-4	-1	1
Cc1cc(C)c(S(=O)(=O)Nc2ccccn2)c(C)c1
→ 1	1.1	-2	-5	1	-10	-2	-3	0
Cc1ccccc1NC(=O)Cc1nnc(SCC(=O)c2ccc(Br)cc2)n1C
→ 1	0.75	-4	-1	-8	25	-7	1	1
COc1ccc2c(CC(=O)OCC(=O)Nc3cccc(C)c3)coc2c1
→ 1	1	4	-4	20	-1	3	20	-5
CCSC1=NN2CCS(=O)(=O)N=C2S1
→ 0.87	0.9	1	13	7	10	7	5	1
Cc1cccc(N2CCN(c3cccc(C)c3)C2c2cccnc2)c1
→ 1	1.1	-2	0	11	-9	-10	-2	0
Cc1ccc(C(=O)OCC(=O)NC2CCCCC2)s1
→ 0.97	0.97	-4	3	18	3	1	11	1
CC(C)(CC(=O)O)CC(=O)Nc1ccccc1Oc1ccccc1
→ 0.98	1.1	-3	2	-4	-10	-7	0	3
O=C(CSc1nc2ccc(Nc3nc(N4CCOCC4)nc(N4CCOCC4)n3)cc2s1)NCc1ccco1
→ 1	0.97	-2	-2	20	3	-4	-2	-4
CC(=O)N1N=C(c2ccco2)CC1c1ccc(Cl)o1 (configuration not stated)
→ 0.95	0.79	-1	4	18	21	-1	0	1
CC(C)CCNC(=O)c1ccc2c(SCC(=O)O)c3c(nc2c1)CCCC3
→ 0.93	0.94	0	7	8	6	-3	-2	-40
Cc1[nH]c2ccccc2c1Cc1n[nH]c(=S)o1
→ 0.98	1.2	-5	2	-2	-23	1	-1	-58
Cc1cccc(C(=O)OCCN2CCOCC2)c1
→ 1	1.2	-1	-5	1	-17	-3	0	0
O=C(Cn1nnc(-c2ccc(N3CCOCC3)cc2)n1)OC1CCCCC1
→ 0.99	1.1	-6	1	7	-5	-2	0	2
O=C1c2ccccc2S(=O)(=O)c2cc(C(=O)N3CCCC3)ccc21
→ 0.98	0.98	2	2	12	2	-1	9	2
O=Cc1ccc(Sc2nnc(-c3ccccc3)o2)c([N+](=O)[O-])c1
→ 0.91	0.86	-6	9	23	14	2	2	4
CNC(=O)C1(C)C=CCN1C(=O)c1ccccc1 (configuration not stated)
→ 1.1	0.97	-1	-5	11	3	1	1	0
Nc1nc(-c2ccco2)nn1C(=O)c1cccnc1
→ 0.94	0.93	-3	6	5	7	-1	0	1
COc1ccccc1CNC(=O)Cn1c(=O)c2cccn2c2cccnc21
→ 0.99	1	-2	1	7	-5	0	-2	-10
COc1ccc(S(=O)(=O)Nc2ccc3c(c2)C(=O)N([C@H](C)CO)C[C@H](C)[C@@H](CN(C)S(=O)(=O)c2ccccc2)O3)cc1
→ 0.91	1.1	-2	9	14	-7	-9	-2	-1

Molecules listed so far that have bromine, in the order listed:
Order of results: mIAP activ	hIAP activ	beta cell repl	mIAP inh	NLRP3 yeast inh	hIAP block	A3G deaminase	APOBEC3A inh	SENP1 FRET inh
CCc1c(C)nc2cc(-c3cccc(Br)c3)[nH]n2c1=O
→ 1	0.88	-4	-2	6	12	-4	-8	0
Cc1ccccc1NC(=O)Cc1nnc(SCC(=O)c2ccc(Br)cc2)n1C
→ 1	0.75	-4	-1	-8	25	-7	1	1

New compounds follow:
Order of results: mIAP activ	hIAP activ	beta cell repl	mIAP inh	NLRP3 yeast inh	hIAP block	A3G deaminase	APOBEC3A inh	SENP1 FRET inh
Cc1cccc(/C=N/n2c(C)nnc2C)c1
→ 1.1	1.1	0	-9	25	-7	-3	-3	0
CCc1cc(=O)[nH]c(SCCc2ccccc2)n1
→ 1	1	3	-2	12	-5	0	0	0
Cc1cccc(N=c2oc3cc(O)ccc3cc2C(N)=O)c1
→ 0.92	1	-4	8	-1	-2	-5	1	-20
N#CCCN(C(=S)NC(=O)c1ccco1)c1ccccc1F
→ 0.83	0.93	1	17	21	7	0	-4	-1
COc1ccc(-n2c(=S)[nH]c3cc(C(=O)Nc4ccccc4OC)ccc3c2=O)c(OC)c1
→ 0.99	0.97	-4	1	13	3	-9	-5	1
CC12C(=O)N(c3ccccc3C(=O)O)C(=O)C1C1C=CC2C1 (configuration not stated)
→ 1.1	1	-2	-9	0	-5	-4	3	2
CN(C)CCNC(=S)Nc1ccccc1C(C)(C)C
→ 0.98	0.92	0	2	18	8	-8	-2	0
O=c1[nH]n2c(C(F)(F)F)cc(C3CC3)nc2c1N=Nc1ccccc1
→ 0.97	0.93	-3	3	20	7	-3	1	3
CCOC(=O)c1cnc2c(-c3cccc(Br)c3)cnn2c1C
→ 0.99	0.93	0	1	7	7	-3	0	2
Cc1cccc(N2C(=O)C3CCCN3C2=S)c1 (configuration not stated)
→ 1	1	-1	0	-1	-1	-6	-5	0
C=CCc1cccc(/C=N/c2ncn[nH]2)c1O
→ 1	0.93	-2	-1	9	7	0	-2	0
CC(Cn1nnc2ccccc21)C(=O)O (configuration not stated)
→ 0.98	0.85	0	2	10	15	-8	5	2
COc1ccc(OCc2nn[nH]n2)cc1
→ 1	1.1	-1	-2	6	-14	-1	56*	3
CCOC(=O)C(C)Oc1ccccc1C1NC(=O)NC(C)=C1C(=O)Nc1ccc(C)c(C)c1 (configuration not stated)
→ 1.1	0.99	-2	-6	10	0	-5	-7	-1
NC(=O)C1CCN(Cc2nc3ccccc3c(=O)[nH]2)CC1
→ 1	1.1	-3	-4	-3	-8	-2	-1	0
O=C(CCn1cccn1)Nc1ccc(-c2ccno2)cc1
→ 1	0.89	-1	-1	11	11	-5	-6	1
O=C(Nc1ccccc1N1CCOCC1)c1ccccc1NS(=O)(=O)c1ccc(F)cc1
→ 0.91	0.93	0	9	-6	7	-2	0	2
CC(C)(C)C(=O)C1=C(O)C(=O)N(c2ccccc2)C1c1ccccc1 (configuration not stated)
→ 0.96	0.91	-4	4	13	10	-3	-3	1
CN(CC(=O)Nc1ccncc1)S(=O)(=O)c1ccc(Br)cc1
→ 0.94	0.89	-4	6	13	11	-4	1	3
O=C(CCNC(=O)c1ccc(Br)cc1)NCC1COc2ccccc2O1 (configuration not stated)
→ 0.99	0.98	-1	0	24	2	-3	18	0
Nc1cccnc1Sc1cc(Cl)cc(Cl)c1
→ 0.83	0.94	-1	17	-28	6	-6	-3	-1
CC(C#N)(NC(=O)CN1CCN(S(=O)(=O)c2ccccc2Cl)CC1)C1CC1 (configuration not stated)
→ 1	1.1	0	-4	11	-7	-7	0	-1
CC1(C)CN(C(=S)Nc2ccc(F)cc2F)C1=O
→ 1.1	1	-2	-6	8	-1	-8	-9	1
CCN(CC)S(=O)(=O)c1ccc(N2CCN(C)CC2)c(NC(=O)Nc2ccc(C)cc2)c1
→ 2*	1.8	-4	-101	7	-77	1	0	3
COc1ccc(CNc2ccc(Br)cc2)cc1
→ 0.99	0.89	-1	1	30	11	-10	-3	3
CSc1nc(N)c2c(C)c(C)sc2n1
→ 0.89	0.77	1	11	28	23	-4	-2	1
CC(C)(C)c1ccccc1NC(=O)Cn1c(=O)cnc2ccccc21
→ 0.86	0.88	0	14	9	12	-10	-1	-1
COc1ccc(C2=CC(c3sccc3C)n3nnnc3N2)cc1 (configuration not stated)
→ 0.86	0.89	-3	14	14	11	-3	-2	5

Bioassay records from PubChem BioAssay.

Some of the compounds tested; rates above refer to the full screens.
